# Dicer processing – blocks human Dicer maturation of pre-miR-21 | Q9UPY3 | cat-ELCCA pre-miR-21 Dicer processing, chemiluminescence; stronger effect = higher value | z-score at 25 µM | 47,000 compounds, 6% hits | AID 1347074; in the data active = z-score above about 3, passing the limit was not always enough;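 also: plate controls were vehicle for no effect and no enzyme for full effect; higher signal means more uncleaved substrate so more Dicer inhibition; strong numbers were not always called active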
# Target sequence (Q9UPY3 whole entry, looked up): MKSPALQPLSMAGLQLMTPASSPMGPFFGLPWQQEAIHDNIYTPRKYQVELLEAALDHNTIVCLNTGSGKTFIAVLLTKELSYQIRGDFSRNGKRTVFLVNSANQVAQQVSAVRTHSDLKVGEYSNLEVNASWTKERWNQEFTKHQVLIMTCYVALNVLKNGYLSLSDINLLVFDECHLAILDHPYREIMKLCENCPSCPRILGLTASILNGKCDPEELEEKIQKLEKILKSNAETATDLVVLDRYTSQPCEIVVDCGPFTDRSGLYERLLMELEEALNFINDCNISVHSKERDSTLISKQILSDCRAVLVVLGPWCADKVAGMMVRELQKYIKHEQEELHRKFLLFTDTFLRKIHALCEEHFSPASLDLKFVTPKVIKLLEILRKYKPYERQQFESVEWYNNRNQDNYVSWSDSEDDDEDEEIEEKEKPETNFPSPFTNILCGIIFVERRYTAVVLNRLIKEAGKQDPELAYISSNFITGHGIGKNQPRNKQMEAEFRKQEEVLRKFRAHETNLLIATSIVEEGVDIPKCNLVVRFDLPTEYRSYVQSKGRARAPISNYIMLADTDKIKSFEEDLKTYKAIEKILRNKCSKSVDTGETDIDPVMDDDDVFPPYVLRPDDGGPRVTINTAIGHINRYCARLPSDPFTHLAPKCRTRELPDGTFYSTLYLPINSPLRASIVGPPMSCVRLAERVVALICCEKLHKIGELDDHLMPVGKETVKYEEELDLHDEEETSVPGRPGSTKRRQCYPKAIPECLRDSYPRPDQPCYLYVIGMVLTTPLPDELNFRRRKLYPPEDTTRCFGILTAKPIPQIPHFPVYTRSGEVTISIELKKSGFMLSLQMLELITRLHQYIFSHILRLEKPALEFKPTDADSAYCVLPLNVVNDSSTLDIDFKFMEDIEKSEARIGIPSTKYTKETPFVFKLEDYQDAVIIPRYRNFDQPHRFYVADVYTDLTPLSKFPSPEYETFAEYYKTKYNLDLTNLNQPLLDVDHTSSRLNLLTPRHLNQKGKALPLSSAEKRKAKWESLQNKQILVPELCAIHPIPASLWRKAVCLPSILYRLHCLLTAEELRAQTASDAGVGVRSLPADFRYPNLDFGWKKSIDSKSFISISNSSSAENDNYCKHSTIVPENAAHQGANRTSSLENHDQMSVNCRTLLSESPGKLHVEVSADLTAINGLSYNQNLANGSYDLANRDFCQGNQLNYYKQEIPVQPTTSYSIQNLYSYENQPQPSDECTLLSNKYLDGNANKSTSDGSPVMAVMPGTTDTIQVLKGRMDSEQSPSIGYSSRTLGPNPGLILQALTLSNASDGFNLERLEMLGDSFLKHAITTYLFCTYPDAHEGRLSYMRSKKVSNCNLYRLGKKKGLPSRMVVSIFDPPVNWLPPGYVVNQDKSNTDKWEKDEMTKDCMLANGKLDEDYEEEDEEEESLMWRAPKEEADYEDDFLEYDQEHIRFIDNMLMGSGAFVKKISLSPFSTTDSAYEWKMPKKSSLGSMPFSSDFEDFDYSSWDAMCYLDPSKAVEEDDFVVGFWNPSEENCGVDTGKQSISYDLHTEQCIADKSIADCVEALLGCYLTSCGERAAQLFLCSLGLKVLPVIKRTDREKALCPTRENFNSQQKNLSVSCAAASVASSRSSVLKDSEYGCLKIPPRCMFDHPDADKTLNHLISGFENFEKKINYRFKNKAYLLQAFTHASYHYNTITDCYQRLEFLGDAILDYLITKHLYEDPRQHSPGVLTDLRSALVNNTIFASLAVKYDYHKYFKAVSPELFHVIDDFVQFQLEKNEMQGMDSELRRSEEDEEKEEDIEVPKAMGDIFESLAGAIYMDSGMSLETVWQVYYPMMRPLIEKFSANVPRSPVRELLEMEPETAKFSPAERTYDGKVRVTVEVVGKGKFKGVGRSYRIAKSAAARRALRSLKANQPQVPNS
# Active calls of the source: *.
compound,Dicer processing
COC(=O)C1=C(C)NC2=C(C(=O)CC(c3ccc(OC)cc3)C2)C1c1cc(Cl)c(O)c(OC)c1 (stereo not drawn),0.47
Cc1cc(C)n2nc(-c3ccccc3)c(Br)c2n1,-1.7
Cc1cc(N2C(=O)CC(Cc3ccccc3)C2=O)no1 (stereo not drawn),2.3
CC(=O)Nc1cc2cc(NC(=O)C(Cl)(Cl)Cl)ccc2oc1=O,5.9
O=C(O)c1ccc2c(=O)n(-c3ccccc3)c(=O)[nH]c2c1,-0.81
CCOC(=O)c1cn(-c2ccc(Cl)cc2)nn1,-0.67
Nc1ccccc1SC1CC(=O)N(c2c(F)cccc2Cl)C1=O (stereo not drawn),-1.7
Cc1ccc(SCC(=O)Nc2c(Br)cnn2C)cc1,-0.47
Cc1cc(=O)n2c(n1)NC(N1CCc3ccccc31)=NC2c1ccc(F)cc1 (stereo not drawn),-1.2
CCc1ccc(CN2CCN(S(C)(=O)=O)CC2)cc1,3.7*
NS(=O)(=O)c1cc(C2(O)NC(=O)c3ccccc32)ccc1Cl (stereo not drawn),1.7
COC(=O)C1=C(C)NC2=C(C(=O)CC(C)(C)C2)C1c1ccc2c(c1)CCC(C)(C)O2 (stereo not drawn),1.8
O=C(c1ccc(OC(F)(F)F)cc1)c1ncc[nH]1,-0.4
O=S(=O)(c1ccc(NC(=S)N/N=C/c2ccccc2)cc1)N1CCCCC1,2.3
O=[N+]([O-])c1c(NC2CC2)ncnc1NC1CC1,1.1
Cc1cccc(C)c1NC(=S)NC1CC(C)CC(C)(C)C1 (stereo not drawn),1.1
COc1cccc(CNCCO)c1OCc1ccccc1F,1.2
FC(F)(F)c1ccc(-c2noc(-c3cnn(-c4ccccc4)c3C(F)(F)F)n2)cc1,-1.2
CC(C)c1cc(Br)c(NC(=O)NCCN2CCN(c3nccc(C(F)(F)F)n3)CC2)c(Br)c1,0.8
CNC(=O)c1ccccc1S(=O)c1cccc2cccc(C(=O)OC)c12 (stereo not drawn),-1.3

# Another view of part of the listing above:
> CCc1ccc(CN2CCN(S(C)(=O)=O)CC2)cc1
  Dicer processing = 3.7*

> NS(=O)(=O)c1cc(C2(O)NC(=O)c3ccccc32)ccc1Cl (stereo not drawn)
  Dicer processing = 1.7

> COC(=O)C1=C(C)NC2=C(C(=O)CC(C)(C)C2)C1c1ccc2c(c1)CCC(C)(C)O2 (stereo not drawn)
  Dicer processing = 1.8

> O=C(c1ccc(OC(F)(F)F)cc1)c1ncc[nH]1
  Dicer processing = -0.4

# (cont.)
compound,Dicer processing
Cc1nc(C)c(-c2csc(Nc3ccccc3)n2)s1,5.1*
O=C(Oc1ccc(Oc2ccccc2)cc1)N1CCC(O)CC1,2.7
O=C1C2CC=CCC2C(=O)N1c1ccc(Oc2ccc(Cl)cc2)cc1 (stereo not drawn),1.5
O=c1cc(C(F)(F)F)nc(Cc2c(Cl)cccc2Cl)[nH]1,4.6
O=[N+]([O-])c1cc(-c2nc(-c3cc(C(F)(F)F)cc(C(F)(F)F)c3)no2)cs1,1
CC1N=C(SCC(=O)c2ccc(F)cc2)N2C(C)N=C(SCC(=O)c3ccc(F)cc3)N12 (stereo not drawn),-0.57
O=C(OCc1ccccc1)c1cnc(Sc2ccccn2)nc1C(F)(F)F,-0.3
COc1ccc(C(F)(F)F)cc1[N+](=O)[O-],0.37
CN(C)NC(=S)Nc1cccc(Cl)c1,-1.1
CC(C)Cc1ccc(C(C)C(=O)NNC(=O)c2ccccc2Cl)cc1 (stereo not drawn),-0.18
CC1CC(NC(=O)/C=C/C(=O)O)CC(C)(C)C1 (stereo not drawn),2.1
COc1ccc(C2Nc3cc(C)c(C)cc3NC3=C2C(=O)CC(C)(C)C3)cc1OC (stereo not drawn),-0.97
c1ccc(-c2csc(Nc3cccnc3)n2)cc1,2.6
CCCC(=O)N(c1ccc2oc(=O)sc2c1)S(=O)(=O)c1ccc(Cl)cc1,2.1
Cc1cc(C)c2c(=O)cc(-c3ccccc3Cl)oc2c1,1.6
COc1nc2c(c(-c3ccc(C(F)(F)F)cc3)c1C#N)CCc1ccccc1-2,-1.8
COc1cccc(NC(=O)Nc2nnc(COc3ccccc3F)s2)c1,5*
Cc1ccc(OCC2CN(Cc3ccccc3)C(=O)O2)cc1 (stereo not drawn),0.12
CCCCCCCC1C(=O)N(C(=O)c2ccc(Cl)cc2)N=C1C (stereo not drawn),-1
O=C(CSc1ncc(C(F)(F)F)cc1C(F)(F)F)Nc1ccc(Cl)cc1Cl,-1.4
CSc1sc(C(=O)NC(=O)NCc2ccncc2)c(C)c1-c1ccno1,-0.21
CC(=O)c1cnn(C(=O)CNC(=O)c2cccnc2Oc2ccccc2)c1C,0.11
COc1ccc(CN(C)CCc2ccccn2)cc1,1.3
CCOC(=O)C(NC(=O)c1cccc(Cl)c1)(Nc1nc2ccccc2s1)C(F)(F)F (stereo not drawn),-0.25
CSc1ccc(C2Nc3ccccc3NC3=C2C(=O)CC(c2ccc4c(c2)OCO4)C3)cc1 (stereo not drawn),4.6*
CCCCNC(=O)O/N=C(\C)c1ccc2cc(OC)ccc2c1,-1.2
COc1ccc2c(c1)nnc1nnc(SCC(=O)N3CCOCC3)n12,-0.45
CCCOC(=O)c1c(NC(=O)c2nc3ncccn3n2)sc(C(=O)OCC)c1C,-0.15
COC(=O)CSc1nc2sc3c(c2c(=O)n1-c1ccc(OC)cc1)CCCC3,24
Cc1ccccc1OCc1nc(-c2ccccn2)no1,-0.27
CN1[C@@H]2CC[C@H]1CC(OC(c1ccccc1)c1ccccc1)C2 (stereo partly drawn),-0.23
COc1ccccc1-n1cnc2cc(NCc3ccco3)ccc21,6.5*
Cc1c(C(=O)CN2CCN(c3ccc(C(F)(F)F)cn3)CC2)sc2ccc(Cl)cc12,1
CCOC(=O)CCc1c(C(=O)OCC)[nH]c(CC)c1C(=O)OCc1ccccc1,-0.29
O=c1cc(-c2ccccc2)[nH]c2ccccc12,4*
C=CCn1c(SCc2ccc(F)cc2)nc2sc3c(c2c1=O)CCC(C)C3 (stereo not drawn),-0.22
COc1ccc(-c2nc(=S)c3c(n2CCN2CCOCC2)CC(C)(C)OC3)cc1,0.08
CC1CCc2c(sc3nc(SCC(N)=O)nc(NCc4ccccc4)c23)C1 (stereo not drawn),1.1
COc1ccc2c(C)cc(SCc3c(C)noc3C)nc2c1,-0.8
Cc1cc(C(F)(F)F)cc(NNC(=O)NC(=O)c2ccccc2Cl)n1,0.74

# Quoted at random: 2 compounds from above, in no set order.
compound,Dicer processing
COc1ccc(CN(C)CCc2ccccn2)cc1,1.3
COc1ccccc1-n1cnc2cc(NCc3ccco3)ccc21,6.5*

# The list continues.
compound,Dicer processing
COc1ccccc1C1C2=C(CC(C)(C)CC2=O)Nc2nc(-c3cccc(C)c3)nn21 (stereo not drawn),23
CSC1=N/C(=C\c2ccccc2F)C(=O)S1,0.9
CC(C)c1cc(C(C)C)c([N+](=O)[O-])c(C(C)C)c1,-3.4
Cc1cc(I)c(S(N)(=O)=O)cc1C,-0.41
CC(=O)Cc1ncn(-c2cc(C)on2)n1,2.2
COc1ccc(C2CC(=O)C=C(Nc3ccc(Br)cc3)C2)cc1OC (stereo not drawn),2.4
CC(=O)OCC(COC(C)=O)NC(=O)OCC1c2ccccc2-c2ccccc21,-0.98
Cc1cccc(NC(=S)Nc2c(C)cccc2C)n1,2
C=CCNc1nnc(-c2ccc(Cl)cc2)s1,-1.8
CC(C)(C)NS(=O)(=O)c1cccc2cccnc12,-0.27
CC(=O)N[C@@H](CC(=O)N[C@H](CCC(=O)O)C(=O)O)C(=O)O,-0.67
COC(=O)c1c(N)c(C#N)c2n1CCC2,-1.7
CN(C)S(=O)(=O)N(CC(=O)Nc1c(F)cccc1F)c1ccccc1,-1.8
CCOC(=O)CC1Sc2ccccc2N=C1SCC(=O)Nc1ccc(Cl)cc1 (stereo not drawn),-1.5
CCOC(=O)c1nnc2cc(C)nn2c1C,-0.37
CC(C)(C)c1ccc(-c2nc(-c3ccccn3)no2)cc1,2.4
CC1=NN(c2nc(C)cc(C)n2)C(=O)C1Cc1ccccc1 (stereo not drawn),-2.5
Cc1ccc2oc(=O)n(CC(=O)O)c2c1,1.3
Cc1nc(-c2ccc(S(=O)(=O)Nc3ccc(Br)c(C(F)(F)F)c3)s2)cs1,2.3
CCOC(=O)Cn1nc2n(c1=O)-c1ccccc1SC2,-0.85

# As entered above:
# In Dicer processing, CSC1=N/C(=C\c2ccccc2F)C(=O)S1 is listed with 0.9
# In Dicer processing, CC(C)c1cc(C(C)C)c([N+](=O)[O-])c(C(C)C)c1 is listed with -3.4
# In Dicer processing, CC(=O)Cc1ncn(-c2cc(C)on2)n1 is listed with 2.2
# In Dicer processing, Cc1cc(I)c(S(N)(=O)=O)cc1C is listed with -0.41

# Next part.
compound,Dicer processing
COc1ccccc1-n1c(=O)oc2ccc(Cl)cc2c1=O,0.17
COC(=O)c1sccc1S(=O)(=O)Nc1ccccc1Sc1ncnc2c(C)csc12,-0.06
Cc1nc(-c2cccnc2)nc(N(C)C)c1Cl,2.6
CCCCn1c(=O)c(CC)c(O)c2ccccc21,-0.37
COc1ccc(C2C3CCc4ccccc4C3=NN2C(=O)Nc2ccc(Cl)c(Cl)c2)cc1 (stereo not drawn),-2.6
CCOc1ccc(-c2cc(OC(=O)c3ccc(F)cc3)c3c(C)oc(C)c3c(=O)c2)cc1,-1.4
CNc1ncnc(N2CCCC2)c1[N+](=O)[O-],0.31
COC(=O)c1ccc(C(=O)OC)c(NC(=O)c2ccc([N+](=O)[O-])o2)c1,-0.57
Cc1c(C)c(C)c(CSC(N)=Nc2ccc(F)cc2)c(C)c1C,3.3*
c1ccc(-c2nnc(NCc3nc4ccccc4[nH]3)c3ccccc23)cc1,0.38
O=C(O)c1ccc2c(c1)C1C=CCC1C(c1cccc(F)c1)N2 (stereo not drawn),-1.2
Cc1cccc(OCc2nc(-c3ccc(-n4cccc4)cc3)no2)c1C,-1.1
CCCCSC1=C(C#N)C(=O)NC(c2ccc(OC)cc2)S1 (stereo not drawn),-2
O=c1[nH][nH]c(=S)n1C1Cc2ccccc2C1,0.51
CSc1ccc(CN2CCN(S(=O)(=O)c3ccccc3)CC2)cc1,2.4
O=C1CC(CS(=O)(=O)c2ccc(C(F)(F)F)cn2)=NN1c1cccc(C(F)(F)F)c1,0.98
CCc1c(O)nc2n(c1=O)CCS2,0.36
CC(C)(C)c1ccc(N=C(C#N)C2=C(O)c3ccccc3C2=O)cc1,3.1*
CCOC(=O)C(=CNc1nc2ccc(F)cc2s1)C(=O)OCC,0.63
Cc1ccc(C)c(N2C(=O)C3C4C=CC(CC4)C3C2=O)c1 (stereo not drawn),-0.41
O=C(CSc1nnc(-c2ccc(C(F)(F)F)cn2)s1)Nc1ccccc1,-1.3
Cc1[nH]nc(NC2=CC(=O)CC(C)(C)C2)c1-c1ccc(Cl)cc1,0.05
CC(Oc1ccccc1Cl)C(=O)N(Cc1cccs1)C1CCS(=O)(=O)C1 (stereo not drawn),1.1
O=C(NCc1ccc2c(c1)OCO2)c1ccc(Cn2cc(Cl)cn2)cc1,1.8
CN1C(=O)c2ccc([N+](=O)[O-])cc2C1=O,-0.53
CC(C)(C)SCc1cccc(C(=O)N2CCN(c3ncccc3C(F)(F)F)CC2)c1,-0.32
CSc1n[nH]c(NC(=O)c2ccc(C(C)(C)C)cc2)c1-c1ccccn1,1.4
CCN(C(=O)c1c(-c2ccccc2Cl)noc1C)C(Cc1ccccc1)c1ccc(OC)cc1 (stereo not drawn),-0.02
CSc1scc2c1C(=O)/C(=C/N(C)C)CC2,-0.28
Cc1ccc2oc(-c3ccccc3)c(O)c(=O)c2c1,1.8
CC1=C(C(=O)OCCOC(C)C)C(c2ccc3c(c2)OCO3)C2=C(CC(c3cccs3)CC2=O)N1 (stereo not drawn),-0.49
CCOC(=O)c1cncc(C#CCO)c1,1.4
Cc1ccc(N2C(=O)C3C4c5ccccc5C(CO)(c5ccccc54)C3C2=O)c(C)c1 (stereo not drawn),0.85
C=CCNC(=S)SCCN,-1.8
O=C(O)CSCC(=O)Nc1ccc2c(c1)OCCCO2,1.8
O=c1c(Br)c(N2CCOCC2)cnn1-c1ccccc1,-1.2
CCN(CC)C(=O)Nc1c(-c2c(Cl)cccc2Cl)noc1C,1.6
Cc1cc2nc(-c3cccc4ccccc34)[nH]c2cc1C,0.56
NNC(=O)/C(=C\c1ccccc1Cl)NC(=O)c1ccccc1,1.2
Cn1c(=O)c2c(c3ccccc31)OC(=O)CC2c1ccc2c(c1)OCO2 (stereo not drawn),1
Cc1cnc(NS(=O)(=O)c2ccccc2)c(Br)c1,-0.02
CCOC(=O)c1c(N/N=C/c2cccc(O)c2)n[nH]c1C,-0.07
COC(=O)c1cncc(C(=O)OC)c1,-1.1
COc1cccc(N2C(=O)CC(Sc3nc4ccccc4s3)C2=O)c1 (stereo not drawn),0.06
COc1ccc(C2Oc3ccc(Cl)cc3C=C2[N+](=O)[O-])cc1 (stereo not drawn),0.53
O=C(CN1C(=O)C2CCCCC2C1=O)N1CCN(c2ccc(F)cc2)CC1 (stereo not drawn),6.5*
Cc1cc(C(=O)NNc2c(Cl)cccc2Cl)nn1-c1c(Cl)cccc1Cl,1.5
CCNc1nc(SCc2ccc(F)cc2)nc2sc3c(c12)CCC(C)C3 (stereo not drawn),-1.6
CS(=O)(=O)Cc1c(Cl)cccc1Cl,0.88
O=C(c1cccs1)n1ccc(C(F)(F)F)n1,0.21
CC(=O)OCC12c3ccccc3C(COC(C)=O)(c3ccccc31)C1C(=O)N(c3ccccc3)C(=O)C12 (stereo not drawn),0.93

# Screening results from PubChem.

# Not all compounds are listed; count on the stated rates, not on these rows.
